Compound activity: PubChem BioAssay, National Center for Advancing Translational Sciences (NCATS)
IMPase cell inh: qHTS Assay for Identifying the Cell-Membrane Permeable IMPase Inhibitors. Inositol monophosphatase 1 (Rattus norvegicus), P97697. CHO-M1 cells, IP1 accumulation, HTRF TR-FRET ratio. inhibition (IP1 accumulation), % at 46.1 µM. 120,000 tested, under 10 active. AID 901, 2007; active = well fitted curve in the direction sought with a large enough effect in the signal ratio, not every such curve was filed as active; inconclusive = small, poorly fitted or top-dose-only effect, or a change in a side signal; inactive = no such curve, though single readings can be large or run the other way; the % refers to the signal ratio;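 note: cells stimulated with carbachol in lithium chloride buffer; plate controls were DMSO basal wells for no effect and reference inhibitor wells for full effect; higher means more IMPase inhibition seen as more IP1 and lower FRET ratio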
Target sequence (P97697 whole entry, looked up): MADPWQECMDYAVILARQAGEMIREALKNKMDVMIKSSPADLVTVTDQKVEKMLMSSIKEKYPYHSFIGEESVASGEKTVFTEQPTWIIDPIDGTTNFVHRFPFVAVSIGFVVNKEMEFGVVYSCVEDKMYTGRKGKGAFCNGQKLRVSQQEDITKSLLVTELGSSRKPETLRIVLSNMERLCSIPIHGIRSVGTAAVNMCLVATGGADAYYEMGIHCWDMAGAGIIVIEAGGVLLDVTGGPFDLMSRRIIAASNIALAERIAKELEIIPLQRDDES
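Carbachol-driven Gq signalling in CHO-M1 cells (2000/well) generates IP1. Compounds that block IMPase raise IP1 and so reduce the FRET signal from Eu-anti-IP1 and d2-IP1 after a 10 min room-temperature lysis.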
* = called active by the depositor; u = inconclusive.

SMILES | IMPase cell inh
CCC(C)c1ccc(OCC(=O)Nc2cccc(-c3nc4ncccc4o3)c2)cc1 (stereo unspecified) | 15
Cc1ccc(-c2nc3n(n2)C(=O)CC(c2ccc(Cl)cc2)S3)cc1 (stereo unspecified) | 2
CCCOc1cccc(NC(=O)c2c(-c3ccccc3Cl)noc2C)c1 | 2
O=C(CSc1nc(-c2ccccc2)nc2c1CCCC2)c1ccc(Cl)cc1 | u
Cc1ccc(Nc2nc(C)c(NC(=O)c3ccc(C)cc3)c(Nc3ccc(C)cc3)n2)cc1 | 3
CC1CCN(Cc2c(O)ccc3c(=O)c(Oc4ccccc4Cl)c(C(F)(F)F)oc23)CC1 | 5
Cc1cccc(C(=O)Nc2cc3c(cc2N2CCCCC2)n(C)c(=O)n3C)c1 | 6
Cc1ccc(C)c(NC(=O)Cn2c(=O)n(CCCS(=O)(=O)C3CCCCC3)c(=O)c3ccccc32)c1 | u
N#Cc1c(-n2ncnc2-c2ccc(Br)cc2)sc2c1CCCCC2 | -11
CSc1cccc(NC(=O)CN2C(=O)COc3ccc(Cl)cc32)c1 | 10
Cc1ccccc1Nc1c(-c2ccsc2)nc2c(C)cccn12 | 9
CCCS(=O)(=O)c1c(S(=O)(=O)CCC)c2cc(CC)ccn2c1C(=O)c1ccc(Cl)cc1 | -7
CCOc1cc(C(=O)Nc2cccc3cccnc23)cc(OCC)c1OCC | 15
CCCCOc1cccc(C2c3c(oc4ccccc4c3=O)C(=O)N2c2ccccn2)c1 (stereo unspecified) | -4
Cc1ccc(Nc2c(-c3cc(Br)ccc3F)nc3cc(C)ccn23)cc1 | 5
Cc1ccc(-c2nc3ccccc3n3c(-c4ccccc4)c4c(=O)n(C)c(=O)n(C)c4c23)cc1 | 0
CCNc1nc2c(c(=O)[nH]c(=O)n2C)n1CC(O)COc1ccc(Cl)cc1Cl (stereo unspecified) | 2
Cc1nc(N2C(=O)c3oc4ccccc4c(=O)c3C2c2cccc(OCCC(C)C)c2)sc1C (stereo unspecified) | 2
Cc1ccccc1OCC(=O)Nc1ccc(S(=O)(=O)Nc2ncccn2)cc1 | 1
Cc1ccc2nc(-c3ccncc3)c(Nc3ccc(C(C)C)cc3)n2c1 | 4
CC(C)c1ccccc1NC(=O)CN1C(=O)c2cccc3cccc1c23 | 2
CCOC(=O)c1ccc(NC(=O)C(C)N(c2ccc(OCC)cc2)S(C)(=O)=O)cc1 (stereo unspecified) | u
CCCCNc1nc2c(c(=O)n(Cc3ccccc3)c(=O)n2C)n1C | 4
COc1ccc(C)cc1NS(=O)(=O)c1ccc2c(c1)[C@H]1C=CC[C@H]1[C@@H](c1cccc(Cl)c1)N2 | -2
Cc1cccc(-c2nc(SCC(=O)Nc3ccc4c(c3)OCCO4)c(-c3ccccc3)[nH]2)c1 | u

Next part
SMILES | IMPase cell inh
CC(C)(C)NC(=O)CSc1nc(-c2ccc(F)cc2)cc(C(F)(F)F)n1 | u
CCOC(=O)c1ccc(NC(=O)CN(c2ccc(C)cc2)S(=O)(=O)c2ccc(OC)cc2)cc1 | 7
COc1ccc(C)cc1N(C)C(=O)CCc1nc(-c2ccccc2F)no1 | -3
Cn1c(Oc2ccc(Cl)cc2)nc2c1c(=O)n(Cc1ccc(F)cc1)c(=O)n2C | -2
Cn1c(=O)n(C)c2cc(N3CCCC3)c(NC(=O)Nc3ccccc3)cc21 | 27
COc1ccc(S(=O)(=O)N(CC(=O)Nc2cccc(C(F)(F)F)c2)c2ccc(C)cc2)cc1 | 7
Cc1nc2sccn2c(=O)c1S(=O)(=O)NCc1ccccc1 | u
CCCC12CN3CC(CCC)(CN(C1)C3c1ccc(OC(C)C)cc1)C2=O (stereo unspecified) | 6
COc1ccc(NC(=O)CSc2nc(-c3cc(OC)c(OC)c(OC)c3)[nH]c2-c2ccc(F)cc2)cc1 | 28
O=C(O)c1cccc(NC(=O)c2cccc(S(=O)(=O)Nc3cccc(F)c3)c2)c1 | -12
Cc1cccc(OCCCC(=O)Nc2sc3c(c2C(N)=O)CCC(C)C3)c1 (stereo unspecified) | -7
CC(=O)OC(COc1ccccc1)Cn1cnc2cc(C)c(C)cc21 (stereo unspecified) | 3
CCOC(=O)c1c(-c2ccccc2)oc2ccc(NS(=O)(=O)c3ccc(C(C)C)cc3)cc12 | -13
COC(=O)c1c(NC(=O)COc2ccccc2Cl)sc2c1CCC(C(C)(C)C)C2 (stereo unspecified) | -9
Cc1cccc(NC(=O)Cn2c(C(F)(F)F)nc3ccccc32)c1C | 3
Cc1ccc(NC(=O)CSc2nc(C)c(Cc3ccccc3)c(=O)[nH]2)cc1 | 1
Cc1ccc(-n2c(SCC(=O)O)nc3sc4c(c3c2=O)CCCC4)cc1 | -7
COc1ccc(N(C(=O)c2ccc(C)cc2)S(=O)(=O)c2ccc(Cl)cc2)cc1 | 0
Nc1nonc1-c1nc2ccccc2n1CC(=O)Nc1ccccc1C(=O)O | 1
COc1ccccc1N(CC(=O)NCCSCc1cccc(Cl)c1)S(C)(=O)=O | 2
Cc1cc(C(F)(F)F)n2nc(-c3ccc(Br)cc3)cc2n1 | 11
CCOC(=O)c1cnc2ccc(Cl)cc2c1Nc1ccc(N2CCOCC2)cc1 | 1
CCOC(=O)c1cnc2c(ccc3ccccc32)c1Nc1ccc(OCC)cc1 | -7
O=C(NCCN1CCN(c2cccc(Cl)c2)CC1)Nc1ccccc1C(F)(F)F | 14
Cc1cc(Cl)ccc1OCC(=O)N(Cc1ccc(N(C)C)cc1)C1CCS(=O)(=O)C1 (stereo unspecified) | 18

(list continues)
SMILES | IMPase cell inh
COc1ccc(C)cc1NC(=O)Cn1cc(S(=O)(=O)N2CCC(C)CC2)c2ccccc2c1=O | 7
CC(C)C(=O)Nc1cccc(NC2=NS(=O)(=O)c3ccccc32)c1 | -7
CC1(C)Cc2c(c(N3CCOCC3)nc3sc(C(=O)Nc4ccc(Cl)cc4)c(N)c23)CO1 | 0
CC(=O)c1ccc(NC(=O)C2CCCN(S(=O)(=O)c3ccc(Br)s3)C2)cc1 (stereo unspecified) | -8
CCc1ccc2oc(-c3ccc(NC(=O)c4cccc(Cl)c4Cl)cc3)nc2c1 | -10
COc1cc(C(c2c(C)[nH][nH]c2=O)c2c(C)[nH][nH]c2=O)ccc1OC(=O)c1ccccc1OC | -1
CC1CCC(C(=O)NC(C(=O)OCC(=O)c2ccc(Br)cc2)C(C)C)CC1 (stereo unspecified) | 1
Cc1ccc2nc(-c3ccc(Cl)cc3)cc(C(=O)OCC(=O)c3ccccc3)c2c1 | -7
CCn1c2ccccc2c2cc(CN3CCN(Cc4ccccc4C)CC3)ccc21 | -3
COC(=O)c1cccc(-n2c(CCC(=O)O)ccc2-c2ccc(OC)cc2)c1 | u
CCOc1cc(C2C(C(=O)OC)=C(C)NC3=C2C(=O)c2ccccc23)c(Br)cc1OC (stereo unspecified) | 1
COC(=O)c1cc(NC(=O)CN(c2ccccc2)S(=O)(=O)N(C)C)ccc1Cl | 3
COc1cc(C2c3c(-c4ccc(C)cc4)n[nH]c3C(=O)N2c2ccc(F)cc2)ccc1O (stereo unspecified) | 18
Cc1ccc(N2CC(c3nnc(Cc4ccc(F)cc4)o3)CC2=O)cc1 (stereo unspecified) | -1
COc1ccc(CN(C(=O)c2cc3ccccc3oc2=O)C2CCS(=O)(=O)C2)cc1 (stereo unspecified) | -3
COc1ccc2oc(=O)c(-c3nnc(-c4ccc(C)cc4)o3)cc2c1 | 3
COc1ccc(-c2c3c(=O)n(C)c(=O)n(C)c3c3c(-c4ccc(C)cc4)nc4ccccc4n23)cc1 | -2
CC(C)(C)C1CCc2c(sc(NC(=O)c3ccc(Cl)cc3)c2C(=O)NCc2ccco2)C1 (stereo unspecified) | 3
CCc1ccc(NC(=O)C2CCC(CNS(=O)(=O)c3cccs3)CC2)cc1 (stereo unspecified) | 6
CCOC(=O)C1CCN(CCC(=O)Nc2ccc(OC)cc2)CC1 | 0
CCOc1ccc(Cn2c(=O)sc3ccccc32)cc1 | -2
COc1ccccc1NC(=O)C1=C(C)Nc2nc(-c3ccco3)nn2C1c1ccccc1 (stereo unspecified) | 9
Cc1ccccc1C(=O)Nc1c(C)nc(Nc2ccccc2)nc1Nc1ccccc1 | 1
CCOC(=O)N1CCN(C(=O)CN(c2cc(C)ccc2OC)S(=O)(=O)c2ccc(C)cc2)CC1 | 2
COC(=O)c1c(NC(=O)COc2ccc(C(C)C)cc2)sc2c1CCCC2 | -7

Three entries out of the list, arranged by length of the SMILES, lowest first:
SMILES | IMPase cell inh
CCc1ccc2oc(-c3ccc(NC(=O)c4cccc(Cl)c4Cl)cc3)nc2c1 | -10
Cc1ccc2nc(-c3ccc(Cl)cc3)cc(C(=O)OCC(=O)c3ccccc3)c2c1 | -7
CC1(C)Cc2c(c(N3CCOCC3)nc3sc(C(=O)Nc4ccc(Cl)cc4)c(N)c23)CO1 | 0

(next part)
SMILES | IMPase cell inh
CC1CCCN(c2nc(-c3ccccc3O)nc3ccccc23)C1 (stereo unspecified) | u
Cc1ccc(NC(=O)Cn2cc(C(=O)c3ccco3)c3ccccc32)cc1C | 2
COc1cc(NC(=O)c2ccccc2)ccc1NC(=O)c1cc2ccccc2o1 | -13
CCOC(=O)c1c(-c2ccccc2)oc2ccc(N(C(C)=O)S(=O)(=O)c3ccc(CC)cc3)cc12 | 1
CCOc1ccc(Br)cc1C1C(C(=O)OC)=C(C)NC2=C1C(=O)c1ccccc12 (stereo unspecified) | 2
COc1cccc(C2C(C(=O)Nc3ccccc3OC)=C(C)Nc3nc(-c4ccco4)nn32)c1 (stereo unspecified) | 18
Cn1c(=O)c2c(nc(N3CCOCC3)n2Cc2ccccc2)n(C)c1=O | 1
COc1ccc(NC(=O)CSc2nc(-c3ccc(OC)c(OC)c3)[nH]c2-c2ccc(C)cc2)cc1 | -6
COc1cc(NC(=O)c2nc3ccccc3n(C)c2=O)cc(OC)c1OC | 5
O=S(=O)(c1ccc(Cl)cc1)c1nc(-c2cccc(Br)c2)oc1NCc1ccccc1 | -8
COC(=O)c1c(N)n(-c2ccc(OC)c(OC)c2)c2nc3ccccc3nc12 | 9
CCOC(=O)c1ccc(NC(=O)CSc2nccn2-c2ccc(OCC)cc2)cc1 | -1
CC(C)c1nnc(N2C(=O)c3oc4ccccc4c(=O)c3C2c2ccccc2F)s1 (stereo unspecified) | 5
CCOC(=O)c1cnc2c(Cl)cc(Cl)cc2c1Nc1cc(C(=O)O)ccc1C | -2
O=C(NCc1ccc(Cl)cc1)C(=O)Nc1cccc(Br)c1 | -5
Cc1ccc(S(=O)(=O)c2c(C)nn(-c3ccccc3)c2OC(=O)c2ccccc2F)cc1 | 1
Cc1cc(OCCn2cc(C(=O)c3ccco3)c3ccccc32)ccc1Cl | 4
Cc1cc(Nc2cccc(C(=O)O)c2)n2nc(C)nc2n1 | 7
Cc1ccc(C)c(Nc2nnc(-c3ccc(C)c(S(=O)(=O)NCC4CCCO4)c3)c3ccccc23)c1 (stereo unspecified) | u
CCCC1=Nc2cc(C(=O)NCC(C)c3ccccc3)ccc2Sc2ccccc21 (stereo unspecified) | 5
Cc1ccccc1Nc1c(-c2c(F)cccc2Cl)nc2ccc(Br)cn12 | 8
Cc1ccc2nc(-c3ccc(NC(=O)Cc4ccccc4)cc3)sc2c1 | -7
Cc1c(Cl)cccc1NC(=O)c1cc2nc(-c3ccc4c(c3)OCO4)cc(C(F)(F)F)n2n1 | -2
CCOc1ccc(-c2cc(OC(=O)c3ccc(OC)cc3)c3c(C)oc(C)c3c(=O)c2)cc1 | -3
CCCCN(CCCC)C1=C(C(=O)c2ccccc2)N(CC)S(=O)(=O)c2ccccc21 | 4

An excerpt from above in order of the IMPase cell inh value, largest number first:
SMILES | IMPase cell inh
Cc1ccccc1Nc1c(-c2ccsc2)nc2c(C)cccn12 | 9
CC(C)c1nnc(N2C(=O)c3oc4ccccc4c(=O)c3C2c2ccccc2F)s1 (stereo unspecified) | 5
Cc1cccc(NC(=O)Cn2c(C(F)(F)F)nc3ccccc32)c1C | 3

Next part
SMILES | IMPase cell inh
Cc1cc(S(=O)(=O)Nc2cccc(C(=O)O)c2)c(C)c(S(=O)(=O)c2ccccc2)c1 | 0
CC(=O)c1cccc(NC(=O)Cn2nc(C(F)(F)F)c3c2CCC3)c1 | u
O=C(C1CCN(S(=O)(=O)c2ccc(Br)s2)CC1)N1CCN(c2cccc(C(F)(F)F)c2)CC1 | -2
COc1ccc(CNC(=O)C2CCN(S(=O)(=O)c3ccc(C)cc3)CC2)cc1 | 19
Cc1ccc(NC(=O)/C(C#N)=C\c2ccc(-c3ccc(Cl)cc3)o2)c(C)c1 | -6
Cc1ccc(NC(=O)Cn2cc(C(=O)C3CCCCC3)c3ccccc32)cc1 | -5
CCOc1cc(C2c3c(oc4ccc(F)cc4c3=O)C(=O)N2Cc2ccco2)ccc1O (stereo unspecified) | 5
Cc1ccc(-c2nnc3c4ccccc4c(-c4ccccc4)nn23)cc1 | 6

7 entries from above, as tab-separated lines.
mol	IMPase cell inh
Cc1ccc(-c2nnc3c4ccccc4c(-c4ccccc4)nn23)cc1	6
O=C(C1CCN(S(=O)(=O)c2ccc(Br)s2)CC1)N1CCN(c2cccc(C(F)(F)F)c2)CC1	-2
Cc1cc(S(=O)(=O)Nc2cccc(C(=O)O)c2)c(C)c(S(=O)(=O)c2ccccc2)c1	0
Cc1ccc(NC(=O)Cn2cc(C(=O)C3CCCCC3)c3ccccc32)cc1	-5
Cc1ccc(NC(=O)/C(C#N)=C\c2ccc(-c3ccc(Cl)cc3)o2)c(C)c1	-6
CCOc1cc(C2c3c(oc4ccc(F)cc4c3=O)C(=O)N2Cc2ccco2)ccc1O (stereo unspecified)	5
COc1ccc(CNC(=O)C2CCN(S(=O)(=O)c3ccc(C)cc3)CC2)cc1	19

This is a subset (hit frequency here may not be typical).
